From PubChem
eIF4E 4G PPI: eIF4E–eIF4G protein interaction inhibitors, primary screen, biochemical, uHTS, TR-FRET, eIF4GI fragment; Eukaryotic translation initiation factor 4E (Mus musculus) + Eukaryotic translation …; TR-FRET eIF4E-eIF4GI(517-606) binding, 2 h; inhibition, % at 21.7 µM; 220,000 tested, 0.37% active;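 active = inhibition above about 30%, limit read from the data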;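 also: 0% = full FRET control wells and 100% = background wells lacking eIF4GI fragment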
Tb hexokinase: Trypanosoma brucei hexokinase 1 inhibitors, primary screen, biochemical, G6PDH-coupled NADH absorbance, MLSCN library | recombinant TbHK1, G6PDH-coupled NADH A340 | inhibition, % at 10 µM | 220,000 tested, 0.11% active | AID 1430, 2008;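 active = inhibition of 50% or more in the single-dose primary screen; inactive = inhibition below 50%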
zVAD death inh: inhibitors of zVAD-triggered necroptosis, primary screen, L929 cells; L929 zVAD necroptosis rescue, ATP luminescence, 24 h; with zVAD 60 µM; viability rescue, % at 10 µM; 220,000 tested, 0.38% active; AID 1377, 2008;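 active = activation, scaled between plate controls, above about 75%, limit read from the data; inactive = activation under that limit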;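 also: 0% = zVAD with DMSO and 100% = DMSO alone without zVAD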
Rad51 HR inh: human RAD51 strand exchange inhibitors, primary screen, biochemical, fluorescence | AID 1385, 2008 | inhibition, % at 10 µM | hRad51 DNA strand exchange, fluorescence dequenching | DNA repair protein RAD51 homolog 1 (Homo sapiens), Q06609 | 200,000 tested, 0.085% active;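 active = inhibition above 40% at the single screening dose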;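 also: 0% = DMSO control wells and 100% = blanks with heterologous ssDNA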
Target sequence (Q06609 whole entry, looked up): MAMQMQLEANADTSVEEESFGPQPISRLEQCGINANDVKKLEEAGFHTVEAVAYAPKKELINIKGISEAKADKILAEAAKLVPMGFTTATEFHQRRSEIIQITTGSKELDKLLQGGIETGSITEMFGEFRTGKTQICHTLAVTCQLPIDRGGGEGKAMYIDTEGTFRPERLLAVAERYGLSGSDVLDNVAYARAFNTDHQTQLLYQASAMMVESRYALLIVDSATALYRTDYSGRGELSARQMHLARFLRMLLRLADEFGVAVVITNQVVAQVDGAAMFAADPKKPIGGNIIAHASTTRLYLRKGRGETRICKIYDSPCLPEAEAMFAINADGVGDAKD
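System: human Rad51 nucleoprotein filaments preassembled on unlabelled ssDNA. Reagent: labelled 47-mer dsDNA for strand exchange. Schedule: 30-min compound preincubation and 15-min exchange, both room temperature. Measured by: FRET fluorescence dequenching, excitation 485 nm, emission 520 nm. Read-out: Fluorescence-based percent inhibition, control- and blank-normalised. Benchmarks: plate controls and plate blanks.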
Calpain2 inh: inhibitors of pig calpain II, primary screen, biochemical, fluorogenic peptide substrate, 1536-well. purified calpain II, 30 min. inhibition, % at 16 µM. 220,000 tested, 0.37% active. AID 1236, 2008;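 active = inhibition above about 50%, limit read from the data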
Hck Nef HTS: inhibitors of Nef-activated human Hck kinase, primary screen, biochemical, Z-Lyte FRET, 384-well, Hck-YEEI; Tyrosine-protein kinase HCK (Homo sapiens), P08631; Recombinant Hck-YEEI plus Nef, Z-Lyte FRET kinase assay; inhibition, % at 20 µM; 220,000 tested, 0.68% active;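 active = Hck-Nef kinase inhibition above about 50%, limit read from the data; inactive = inhibition below that limit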;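 also: 0% = DMSO with Hck plus Nef and 100% = Hck alone without Nef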
EP2 antag: human EP2 receptor antagonists, primary screen, TR-FRET cAMP, C6 glioma cells | C6 glioma cells expressing human EP2; cells stimulated with saturating PGE2 | 260,000 tested, 0.52% active | AID 1422, 2008 | inhibition, % at 25 µM;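 active = percent inhibition above 40 after rounding to a whole number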;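 also: rat C6 glioma host cells with rolipram phosphodiesterase inhibitor present; the protocol text gives 20 µM as final concentration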
Target sequence (P43116 whole entry, looked up): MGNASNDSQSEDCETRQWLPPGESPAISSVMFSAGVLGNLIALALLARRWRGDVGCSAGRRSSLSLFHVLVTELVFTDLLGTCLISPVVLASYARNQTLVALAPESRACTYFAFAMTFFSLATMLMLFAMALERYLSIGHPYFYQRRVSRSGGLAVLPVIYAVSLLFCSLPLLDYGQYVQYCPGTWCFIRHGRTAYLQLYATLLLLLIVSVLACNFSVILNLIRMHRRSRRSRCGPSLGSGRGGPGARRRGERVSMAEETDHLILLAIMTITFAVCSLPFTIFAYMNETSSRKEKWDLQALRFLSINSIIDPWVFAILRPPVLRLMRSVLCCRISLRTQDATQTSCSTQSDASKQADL
EP2 modulator: EP2 receptor modulators, cAMP readout, primary screen, cell-based, HTRF cAMP, PGE2 stimulation; induction, % at 25 µM; EP2-expressing cells, cAMP HTRF FRET, PGE2 co-stimulation; Prostaglandin E2 receptor EP2 subtype (Homo sapiens), P43116; 260,000 tested, 0.83% active;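 active = compounds whose cAMP rise, as percent of the full-agonist control response, exceeds 60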;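 also: rat C6 glioma line stably carrying human EP2 under a CMV promoter; the protocol text gives 20 µM as final concentration; 100% = response of wells given 1 µM PGE2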
14-3-3 Bad inh: inhibitors of 14-3-3 zeta/Bad binding, primary screen, biochemical, TR-FRET, bovine 14-3-3 zeta | TR-FRET 14-3-3zeta/Dy647-pBad peptide displacement, 1 h | inhibition, % at 21.7 µM | 220,000 tested, 0.71% active;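 active = inhibition above about 70%, limit read from the data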;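 also: 0% = full 14-3-3 plus peptide FRET controls and 100% = background without 14-3-3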
Target sequence (P63103 whole entry, looked up): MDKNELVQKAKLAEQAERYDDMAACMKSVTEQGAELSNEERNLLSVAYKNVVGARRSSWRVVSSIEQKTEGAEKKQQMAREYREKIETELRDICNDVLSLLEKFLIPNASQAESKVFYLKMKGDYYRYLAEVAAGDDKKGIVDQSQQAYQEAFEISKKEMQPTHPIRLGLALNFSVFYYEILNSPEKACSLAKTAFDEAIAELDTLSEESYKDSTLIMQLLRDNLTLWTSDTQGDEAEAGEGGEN
The depositor's hits bear a star; i = inactive; nt = not tested or not shown; & = joins results of further samples; [ ] = another dose, or the depositor's remark. These rows are one share of the data; the hit share may differ from the screen's.

SMILES	eIF4E 4G PPI	Tb hexokinase	zVAD death inh	Rad51 HR inh	Calpain2 inh	Hck Nef HTS	EP2 antag	EP2 modulator	14-3-3 Bad inh
Cc1c(C(=O)NNS(=O)(=O)c2ccccc2)sc(=S)n1C	1[fluorescence artefact?]	-27	0.4	nt	35	1	2	-5	-3
COc1ccc(C(=O)O)cc1S(=O)(=O)Nc1ccc(C)cc1	-3	-5	1.4	6	-28	-5	6	9	-12
O=Cc1c(-c2ccc(F)cc2)nc2ccccn12	-3	-11	0.2	7	-5	20	5	-7	-6
CCCCNCCCOc1cc(Cl)ccc1Cl	-2[fluorescence artefact?]	-1	0.5	nt	-12	-18	nt	3	-6
O=C(O)CSc1ncnc2sc3c(c12)CCC3	nt	4	-0.4	nt	nt	0	8	16	nt
OCCN1CCN(CC(O)COc2ccc(-c3ccccc3)cc2)CC1 (stereo not drawn)	6	3	-0.3	-13	15	1	7	-29	84*
O=C(COC(=O)c1ccc2c(c1)C(=O)N(Cc1ccncc1)C2=O)Nc1cccc2ccccc12	1	6	-0.9	-32	-24	-21	9	-31	63
CC(NC(=O)c1cccnc1)C(c1cccs1)N1CCN(c2ccccc2F)CC1 (stereo not drawn)	-4	-10	0.4	nt	0	25	7	-11	-4
CC1(C)CC(=O)C(C=Nc2ccc(O)c(N=CC3=C(O)CC(C)(C)CC3=O)c2)=C(O)C1	2	-15	-1.5	16	-12	24	9	26	-28
c1ccc(CCNc2ccnc3cc4ccccc4cc23)cc1	6	5	-3.1	18	i	156*	58*	-83	32
COc1ccccc1/C=C(/C(=O)OCC(=O)NCc1ccccc1)c1ccccc1	-4	21	0.9	2	17	5	7	37	-24
CC1CCCC(NC(=O)CCCn2c(=S)[nH]c3ccccc3c2=O)C1C (stereo not drawn)	-3	2	1.1	9	-22	9	5	-15	-18
CC(C)N=c1c([N+](=O)[O-])nn(C)n1O	4	-2	5.0	5	17	-4	7	-5	-6
CC(C)N(C(=O)COC(=O)c1ccc([N+](=O)[O-])cc1)c1ccccc1	1	-2	1.4	19	-3	-2	3	0	0
CCOc1ccc(NS(=O)(=O)c2cc(NC(=O)CCS(=O)(=O)c3ccc(C)cc3)ccc2OC)cc1	10	33	0.2	3	-4	3	0	-42	-15
Cc1cc(C=O)c(C)n1-c1ccc(N2CCCCC2)c([N+](=O)[O-])c1	-3	-2	-0.3	-4	-5	2	20	38	-9
Cc1cc(C(=S)N2CCOCC2)c(C)n1-c1ccc(F)cc1	0	-8	-1.4	8	-20	20	3	-21	-10
O=C(CS(=O)(=O)c1c[nH]c2ccccc12)N1CCCc2ccccc21	-1	-3	0.8	5	-9	0	10	14	-1
O=S(=O)(c1ccccc1)N1CCN(CC(O)COc2ccc3c(c2)CCC3)CC1 (stereo not drawn)	12[fluorescence artefact?]	-5	0.9	-6	29	5	15	-21	-12
O=C(C1CC1)N1CCc2cc(Br)cc(S(=O)(=O)NCc3ccccn3)c21	4[fluorescence artefact?]	1	1.6	-1	-40	-1	6	29	1
Cc1cc([N+](=O)[O-])nn1Cc1ccc(C(=O)N/N=C/c2ccc(F)cc2)cc1	1	-13	0.9	-12	-21	12	8	-23	1
Cc1cccc(-c2nc(C#N)c(NC3CCCCC3)o2)c1	-4	-5	17	-1	-134	0	8	-44	0
CCOC(=O)N1CCC(NS(=O)(=O)c2ccc(C)c(Cl)c2)CC1	-1	-4	-0.8	5	-21	8	8	-2	-2
O=S(=O)(c1ccc(C2CCCCC2)cc1)N1CCN(c2ncccn2)CC1	-1	-10	-1.0	-6	11	-19	9	-7	-9
C=CCn1c(SC(C)CC)nc(O)cc1=O (stereo not drawn)	-8	-5	0.0	-3	3	-2	15	23	-13
Cc1ccc(C)c(OCCCCn2ccnc2)c1	4[fluorescence artefact?]	0	-0.8	8	-21	1	-10	-1	10[fluorescence artefact?]
CN1CCN(CC(O)COC(c2ccccc2)c2ccccc2)CC1 (stereo not drawn)	-1	-1	0.1	12	5	21	3	-38	-9
CN(Cc1cnn(C)c1)C(=O)c1sc2cccc(Cl)c2c1Cl	-4	-6	1.9	-7	1	2	9	13	3
COc1ccc(C)cc1-n1nnnc1SCc1csc(C)n1	1	0	0.0	-7	-61	1	12	24	-8
O=C(NCc1cccs1)C1CC(c2ccc(Cl)cc2)=NO1 (stereo not drawn)	-2	1	1.1	-11	1	24	10&4	-97&-37	2
O=C(Nc1ccc2c(c1)OCCO2)C1CCCN(S(=O)(=O)c2cnc[nH]2)C1 (stereo not drawn)	-5	3	0.6	-5	-15	14	20	22	34[fluorescence artefact?]
Cc1nnc(N2CCN(c3ccccc3)CC2)[nH]c1=O	0	-6	-1.2	2	-9	-9	6	21	4
CCN(C(=S)Nc1cccc(C)c1)c1ccccc1	-3	-2	-0.4	-2	15	1	8	-4	-7
O=C(c1ccccn1)c1ccc2ccccc2n1	-9	-6	0.0	4	-8	16	2	-20	0
Cc1ccc(-c2csc(NC(=O)CN3C(=O)CCC3=O)n2)cc1	0	6	1.6	0	10	29	6	-53	-8
Cc1ccc(C)c(NS(=O)(=O)c2ccc3c(c2)Cc2cc(S(=O)(=O)Nc4cc(C)ccc4C)ccc2-3)c1	17	10	0.7	2	-24	9	8	-6	6
CCOC(=O)C1=C(C)NC(=O)NC1c1cccc(OC)c1OCc1ccccc1Cl (stereo not drawn)	1	12	-0.3	-4	-16	1	3	58	-8
CCN(CC)S(=O)(=O)c1ccc(-c2nnc(SCc3nnc(-c4ccc(C)cc4)o3)o2)cc1	-8	-11	-0.8	0	25	4	10	19	-1[fluorescence artefact?]
Cc1nn(C)c(C(=O)NNC(=S)Nc2ccc(F)cc2)c1[N+](=O)[O-]	-8[fluorescence artefact?]	-11	0.0	0	-16	-1	4	22	-16
Cc1cc(NC(=O)CSc2nc(C(C)C)nc3sc4c(c23)CCC(C)C4)no1 (stereo not drawn)	-2	-10	0.9	7	-7	10	11&14	27&40	2[fluorescence artefact?]

Laid out differently: four of the compounds above
| SMILES | eIF4E 4G PPI | Tb hexokinase | zVAD death inh | Rad51 HR inh | Calpain2 inh | Hck Nef HTS | EP2 antag | EP2 modulator | 14-3-3 Bad inh |
| --- | --- | --- | --- | --- | --- | --- | --- | --- | --- |
| Cc1ccc(C)c(OCCCCn2ccnc2)c1 | 4[fluorescence artefact?] | 0 | -0.8 | 8 | -21 | 1 | -10 | -1 | 10[fluorescence artefact?] |
| CCN(C(=S)Nc1cccc(C)c1)c1ccccc1 | -3 | -2 | -0.4 | -2 | 15 | 1 | 8 | -4 | -7 |
| O=S(=O)(c1ccc(C2CCCCC2)cc1)N1CCN(c2ncccn2)CC1 | -1 | -10 | -1.0 | -6 | 11 | -19 | 9 | -7 | -9 |
| Cc1cc([N+](=O)[O-])nn1Cc1ccc(C(=O)N/N=C/c2ccc(F)cc2)cc1 | 1 | -13 | 0.9 | -12 | -21 | 12 | 8 | -23 | 1 |

Continued.
SMILES	eIF4E 4G PPI	Tb hexokinase	zVAD death inh	Rad51 HR inh	Calpain2 inh	Hck Nef HTS	EP2 antag	EP2 modulator	14-3-3 Bad inh
COc1ccc(C(=O)c2nccc3ccccc23)cc1	4	-8	0.1	0	18	-1	10	2	-10
CNC(=O)CN(c1cc(OCCOC)c(Cl)cc1Cl)S(=O)(=O)c1ccccc1	-5	4	-0.2	0	-3	19	4	-3	2
COC(=O)CSc1cc(C)nc(NC(C)=O)n1	6	0	0.3	-3	-27	0	7	14	-6
CC1CN(CCCSc2ccc(Cl)cc2)CC(C)O1 (stereo not drawn)	0	-4	-0.7	2	2	7	10	8	19
CCn1ncc(/C=N\NC(=O)c2ccc3c(c2)c(C)c(C)n3Cc2ccccc2)c1C	-8	-27	0.2	-1	-170	12	13	7	-17
CSc1ccccc1C(=O)C1CCCN(C(=O)c2csnn2)C1 (stereo not drawn)	-1	-5	0.6	-2	-7	19	5	-24	-7
Cc1ccc(NC(=O)C/C(N)=N/O)cc1C	-15[fluorescence artefact?]	-2	0.1	6	4	-1	8	-6	2[fluorescence artefact?]
CCc1cc(-c2n[nH]c(CCC(=O)O)c2-c2nc3ccccc3n2C)c(O)cc1O	-4	-7	-0.2	3	-41	4	7	31	-10
CCN1CC=C2C(C#N)=C(N)C(C#N)(C#N)C(c3cc(Cl)ccc3Cl)C2C1 (stereo not drawn)	14	-27	-0.7	nt	-162	10	nt	12	28
O=C(/C=C/c1ccccc1[N+](=O)[O-])OC1CCCCC1=O (stereo not drawn)	-3	3	-0.5	0	20	6	9	-13	-1
O=C(c1cc(COc2ccc(F)cc2F)on1)N1CCSCC1	-1	1	3.5	-1	-30	22	12	-25	-11
Cn1c(=O)c(Oc2ccc(F)cc2)c(O)c2ccccc21	0	1	-0.1	-1	-21	-1	10	35	9
CCCCC(=O)Nc1ccc(F)c(Cl)c1	-2	2	0.2	-1	-12	-1	5	-9	-4
Cc1cc(C)n(CCN(C)Cc2cn[nH]c2-c2ccc(F)cc2F)n1	-3	0	-0.1	21	-2	7	2	14	-12
CCCOc1ccc(NC(=O)c2c(-c3ccccc3)noc2C)cc1	4	-4	-0.6	8	3	1	12	-1	-1
COc1ccc(NC(=O)C/C(C)=N/NC(=O)C(=O)Nc2cccc(Cl)c2C)c(OC)c1	3	-8	1.8	-29	-9	18	5	5	-20
CSc1ccccc1NC(=O)Cn1c(-c2cscn2)nc2ccccc21	-16[fluorescence artefact?]	3	0.1	5	-2	1	8	20	1[fluorescence artefact?]
O=C(COC(=O)c1ccc2[nH]c3c(c2c1)CCCC3)Nc1ccccc1	1	29	5.4	0	-8	3	4	-44	5[fluorescence artefact?]
Cc1cc(/C=C2/NC(=S)NC2=O)c(C)n1-c1cccnc1	5	-13	51	-313	-36	42	6	-1	-20
CC(C)(C)OC(=O)N1CCC2(CC1)Oc1ccc(F)cc1C(=O)C21CC(c2cccnc2)=NO1 (stereo not drawn)	-1	-25	-1.3	3	-20	32	8	11	5
O=C1CC(c2ccc(F)cc2)C2=C(CCCC2=O)N1 (stereo not drawn)	2[fluorescence artefact?]	1	-0.4	0	-11	2	10	19	5
CC1=C(c2ccc(C)cc2)[N+](=O)C(C)(C)N1[O-]	-2	-9	-1.4	-21	-19	25	8	8	-14
NC(=O)C(F)(F)C12OC3C4C5CC(C6C5C3C61)C42 (stereo not drawn)	0	0	2.3	11	26	0	106*	3	-10
CC(=O)c1ccc(NC(=O)C2CCN(S(=O)(=O)c3cccc4cccnc34)CC2)cc1	-1	-2	0.7	6	-15	25	18	-4	3
CCCCNC(=O)C12CCC(C)(C(=O)C1Br)C2(C)C (stereo not drawn)	-2[fluorescence artefact?]	3	0.2	nt	13	2	10	19	-3
CC(C)Oc1cccc(-c2cc(C(=O)N3CCN(S(C)(=O)=O)CC3)c3ccccc3n2)c1	4	-21	-0.1	23	-61	0	11	-28	14
COc1ccccc1C(=O)C1CCCN(Cc2cn[nH]c2C2CCCCC2)C1 (stereo not drawn)	2	-3	-0.3	-39	-23	11	4	-5	-5
